Bioassay records as filed in PubChem BioAssay.
Mcl1 Bid PPI: disrupts binding of human Mcl-1 to Bid peptide; inhibition, % at 21.7 µM; 220,000 tested, 0.97% active; Q07820; TR-FRET Mcl-1/Bid-Dy647 peptide binding, 1536-well;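 active means compounds that cut the binding signal by more than half at the single screening dose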;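 further: His-tagged Mcl-1 with europium anti-His antibody binding Bid BH3 peptide; 0% = Mcl-1 plus peptide wells and 100% = peptide-only wells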
RGS7-Gao: human RGS7-Galphao interaction regulation. Multiplexed bead flow cytometry, RGS7-Galphao binding; actives lie on both sides. binding response (% of control), % at 10 µM. 220,000 tested, 0.35% active. AID 1439; in the data active means binding response below about 49% or above about 150%; inconclusive means no clear call, values can overlap the other calls; inactive means in between;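 further: fluorescent Galphao held in activated GDP-AlF4 state binding bead-coupled RGS7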
RGS8-Gao: modulates binding of RGS8 to human Galphao; P09471; multiplexed bead flow cytometry; actives lie on both sides; response (percent of control binding), % at 10 µM; 220,000 tested, 0.34% active; AID 1423; in the data active means response below about 60% or above about 140%; inactive means in between;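 further: Galphao activated as the GDP aluminium fluoride complex binding bead-coupled RGS8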
Bim-Bfl-1: human Bim-Bfl-1 interaction inhibition. Bead-based flow cytometry, Bim-Bfl-1 binding inhibition. inhibition, % at 10 µM. AID 1008. 190,000 tested, 0.12% active. Q16548;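 further: 0% = wells without compound plus tracer and 100% = blocker peptide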
Bim-Mcl-1: human Bim-Mcl-1 interaction inhibition; Q07820; Bead-based flow cytometry, Bim peptide-Mcl-1 binding; inhibition, % at 10 µM; 190,000 tested, 0.1% active; AID 1009;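 further: 0% = no compound tracer wells and 100% = peptide blocker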
Bim-Bcl-2: human Bim-Bcl-2 interaction inhibition. AID 950. 190,000 tested, 0.06% active. Bead-based flow cytometry, Bim peptide-Bcl-2 binding. P10415. inhibition, % at 10 µM; in the data active means inhibition above about 40%; inconclusive means no clear call, values can overlap the other calls;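 further: 0% = no compound wells with probe peptide and 100% = reference peptide inhibitor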
Mcl1 Noxa PPI: disrupts binding of human Mcl-1 to Noxa peptide; 220,000 tested, 1.5% active; TR-FRET Mcl-1/Noxa peptide binding, 2 h; inhibition, % at 21.7 µM;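 active means compounds that cut the protein-peptide binding signal by more than 50% relative to plate controls in a single-dose test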;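 further: His-tagged Mcl-1 with rhodamine Noxa BH3 peptide and terbium anti-His antibody; 0% = Mcl-1 plus Noxa peptide wells and 100% = peptide-only wells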
Bcl-W Bim block: disrupts Bim peptide binding to human Bcl-W. Q92843. bead-based flow cytometry. inhibition, % at 10 µM. 190,000 tested, 0.02% active. AID 952;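 further: 0% = bound tracer without compound and 100% = peptide blocker; higher means less fluorescent Bim peptide bound to Bcl-W beads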
Target sequence (Q92843 whole entry, looked up): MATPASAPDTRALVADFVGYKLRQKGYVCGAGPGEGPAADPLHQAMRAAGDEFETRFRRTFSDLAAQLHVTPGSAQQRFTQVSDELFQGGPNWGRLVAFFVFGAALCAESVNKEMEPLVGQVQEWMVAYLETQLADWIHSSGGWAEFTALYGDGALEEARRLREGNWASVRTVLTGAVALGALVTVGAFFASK
Bcl-B Bim block: inhibitors of Bim-Bcl-B interaction, human | AID 951 | 190,000 tested, 0.073% active | bead-based flow cytometry, Bim peptide-Bcl-B binding | inhibition, % at 10 µM | Q9HD36;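 further: 0% = tracer peptide without compound and 100% = reference inhibitor peptide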
Target sequence (Q9HD36 whole entry, looked up): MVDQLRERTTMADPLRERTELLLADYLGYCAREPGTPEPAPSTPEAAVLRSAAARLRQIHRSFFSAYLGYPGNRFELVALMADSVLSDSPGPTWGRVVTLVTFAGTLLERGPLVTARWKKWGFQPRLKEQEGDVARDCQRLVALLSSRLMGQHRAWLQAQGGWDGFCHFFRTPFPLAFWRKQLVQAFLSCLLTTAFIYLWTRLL
RGS4-Gao reg: human RGS4-Galphao interaction regulation; Multiplexed bead flow cytometry, RGS4-Galphao binding; actives lie on both sides; AID 1415; 220,000 tested, 0.33% active; binding response (% of control), % at 10 µM; in the data active means binding response below about 49% or above about 150%; inactive means in between;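 further: fluorescent Galphao activated with aluminum fluoride binding bead-coupled RGS4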
Bim-Bcl-XL: disrupts Bim peptide binding to human Bcl-XL. Q07817. bead flow cytometry, fluorescence. 190,000 tested, 0.04% active. inhibition, % at 10 µM. AID 1007
Target sequence (Q07817 whole entry, looked up): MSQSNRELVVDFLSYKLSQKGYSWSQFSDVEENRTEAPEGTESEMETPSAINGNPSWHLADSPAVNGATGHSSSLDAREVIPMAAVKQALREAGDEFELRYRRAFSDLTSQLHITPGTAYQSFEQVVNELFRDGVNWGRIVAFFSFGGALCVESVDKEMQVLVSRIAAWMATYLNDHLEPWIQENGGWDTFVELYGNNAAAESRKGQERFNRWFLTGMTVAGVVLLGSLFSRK
* marks the source's active call; other numbers are inactive results; ? = inconclusive; . = no result given. Unless noted, no stated cut-off is given here; in the data, active means inhibition above about 40%.

1: O=C(CN1CCOCC1)N/N=C/c1cc2ccccc2nc1Cl
2: COC(=O)Nc1ccc(C)cc1NC(=O)OC
3: O=C(CN1C(=O)/C(=C/c2ccccc2F)Sc2ccccc21)N1CCN(c2ccccn2)CC1
4: CNC(=O)CS(=O)(=O)CC(=O)Nc1cc(OC(C)C)c(Cl)cc1Cl
5: COc1cccc(-c2nnn(CCc3nn[nH]n3)n2)c1
6: COc1cc(-c2noc(CCC(=O)Nc3cccnc3)n2)cc(OC)c1OC
7: CCOC(=O)c1cc(-c2ccc(C)c([N+](=O)[O-])c2)nc2c1c(=O)n(C)c(=O)n2C
8: O=C(N1CCCCC1)C12CC3CC(C1)CC(C(=O)N1CCCCC1)(C3)C2

assay / entry	1	2	3	4	5	6	7	8
Mcl1 Bid PPI	4	-2	-18	-27	7	-19	6	-5
RGS7-Gao	108	101	103	97	103	104	?	102
RGS8-Gao	110	102	108	102	102	102	97	99
Bim-Bfl-1	-14	0	-10	-5	1	-12	-5	0
Bim-Mcl-1	-3	-4	-1	0	0	-1	1	1
Bim-Bcl-2	-12	0	-5	-5	0	-10	0	0
Mcl1 Noxa PPI	15	-7	-10	-10	7	25	7	3
Bcl-W Bim block	0	-1	0	-5	-4	-4	-5	-1
Bcl-B Bim block	-4	-2	-8	-1	-3	-9	-2	-1
RGS4-Gao reg	112	102	104	98	103	103	95	95
Bim-Bcl-XL	-20	0	-1	-3	-1	-6	-3	0

For reference, some entries already given:
7: CCOC(=O)c1cc(-c2ccc(C)c([N+](=O)[O-])c2)nc2c1c(=O)n(C)c(=O)n2C
8: O=C(N1CCCCC1)C12CC3CC(C1)CC(C(=O)N1CCCCC1)(C3)C2

assay / entry	7	8
Mcl1 Bid PPI	6	-5
RGS7-Gao	?	102
RGS8-Gao	97	99
Bim-Bfl-1	-5	0
Bim-Mcl-1	1	1
Bim-Bcl-2	0	0
Mcl1 Noxa PPI	7	3
Bcl-W Bim block	-5	-1
Bcl-B Bim block	-2	-1
RGS4-Gao reg	95	95
Bim-Bcl-XL	-3	0

Structures from the list above that have a carbonyl joined to an NH by a bond outside any ring, in the order listed:
1: O=C(CN1CCOCC1)N/N=C/c1cc2ccccc2nc1Cl
2: COC(=O)Nc1ccc(C)cc1NC(=O)OC
4: CNC(=O)CS(=O)(=O)CC(=O)Nc1cc(OC(C)C)c(Cl)cc1Cl
6: COc1cc(-c2noc(CCC(=O)Nc3cccnc3)n2)cc(OC)c1OC

assay / entry	1	2	4	6
Mcl1 Bid PPI	4	-2	-27	-19
RGS7-Gao	108	101	97	104
RGS8-Gao	110	102	102	102
Bim-Bfl-1	-14	0	-5	-12
Bim-Mcl-1	-3	-4	0	-1
Bim-Bcl-2	-12	0	-5	-10
Mcl1 Noxa PPI	15	-7	-10	25
Bcl-W Bim block	0	-1	-5	-4
Bcl-B Bim block	-4	-2	-1	-9
RGS4-Gao reg	112	102	98	103
Bim-Bcl-XL	-20	0	-3	-6

The results go on:
9: O=C(O)CCS(=O)(=O)Cc1cccc(Cl)c1
10: O=C(Nc1ccccc1)C(=O)c1cn(CC(=O)N2CCCCC2)c2ccccc12
11: O=C1CCCCC1Sc1nnc(Cc2cccs2)n1CCc1ccccc1 (centres undefined)
12: CC(C)Oc1ccc(C2CNC(=O)C2)cc1 (centres undefined)
13: COc1ccccc1-n1nc(C(=O)O)c2ccccc2c1=O
14: C/C(=N/NC(=O)c1ccccc1)c1ccc(NC(=O)C(F)(F)F)cc1
15: CCOC(=O)N1CCN(c2cc(N(C)CCO)c([N+](=O)[O-])c3nonc23)CC1
16: CCCNS(=O)(=O)c1ccc(OCC(=O)Nc2ccccc2F)cc1

assay / entry	9	10	11	12	13	14	15	16
Mcl1 Bid PPI	8	0	-13	-23	-3	-5	-27	-1
RGS7-Gao	107	98	102	102	104	?	102	93
RGS8-Gao	103	100	101	102	103	100	102	99
Bim-Bfl-1	-17	-10	-6	-11	-7	-2	-3	-17
Bim-Mcl-1	-4	-4	-4	0	0	-1	-2	-3
Bim-Bcl-2	-9	-6	-9	-4	-6	0	-1	-11
Mcl1 Noxa PPI	12	-38	9	2	-5	10	-20	-15
Bcl-W Bim block	-2	-6	-4	1	0	0	-1	1
Bcl-B Bim block	-10	-12	-12	-4	-3	0	0	-5
RGS4-Gao reg	104	98	99	101	107	98	106	97
Bim-Bcl-XL	-6	-9	-6	-3	-6	1	-4	-5

17: Cc1ccc(CN2CCNC(=O)C2CC(=O)NCCCn2ncc3ccccc32)o1 (centres undefined)
18: Cc1onc(-c2c(F)cccc2Cl)c1C(=O)OCN1C(=O)c2ccccc2C1=O
19: COC(=O)c1ccc(Cl)c(NC(=O)NC23CC4CC(CC(C4)C2)C3)c1
20: COc1ccc(S(=O)(=O)NCc2ccccc2Cl)cc1OC
21: CCc1ccc(NC(=O)CSc2nnc(Cn3c(=O)sc4ccccc43)n2C)cc1
22: CCc1ccc2[nH]c(=O)c(C(c3nnnn3Cc3ccccc3)N3CCOCC3)cc2c1 (centres undefined)
23: O=C(CN1CCN(Cc2ccccc2)CC1)Nc1ccccc1-c1ccccc1
24: CCOC(=O)C1=NOC2C3CC(C12)C1C(=O)N(CCc2ccc(OC)c(OC)c2)C(=O)C31 (centres undefined)

assay / entry	17	18	19	20	21	22	23	24
Mcl1 Bid PPI	-42	-4	-17	-24	1	22	-33	-57
RGS7-Gao	102	104	103	102	104	101	109	?
RGS8-Gao	96	101	99	102	102	95	108	95
Bim-Bfl-1	-9	0	-1	-14	-6	0	-8	.
Bim-Mcl-1	-5	1	-2	-2	-1	-4	-2	.
Bim-Bcl-2	-1	-1	-1	-7	-7	-4	-5	.
Mcl1 Noxa PPI	8	10	15	4	11	14	4	1
Bcl-W Bim block	-2	0	0	-1	-3	-4	-1	.
Bcl-B Bim block	-5	2	-1	-12	-7	-6	-8	.
RGS4-Gao reg	100	100	99	104	103	100	104	96
Bim-Bcl-XL	-4	0	0	-4	-12	0	-7	.
